Screens from PubChem.
TRPV1 agonist – activates the human vanilloid receptor TRPV1. Q8NER1. TRPV1-expressing cells, Fluo-8 calcium influx, agonist mode. activation, % at 8.33 µM. 0.19% of 320,000 active; in the data active = activation above about 80%; inconclusive = between about 30% and that limit; also: 0% is about no effect
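TRPV1-expressing cells were cultured overnight at 35.5C and loaded with Fluo-8 calcium dye for 40 to 90 min at room temperature. After a 10 s baseline, compound was added and calcium influx was read kinetically for 3 min (ex 480/em 520 nm).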
Integrin act MD – activators of alpha7 integrin expression for muscular dystrophy; alpha7betagal myoblasts, beta-gal FDG fluorescence, 48 h; Potency, µM (titrated, usually from 38.3 µM), inactives show top-dose activation, actives largely listed as activators; 0.064% of 350,000 active;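 also: potency is read from the fitted curve at half-maximal effect; 100% = response of the positive control SU9516; nearly all actives have a fitted effect of over 60% in size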
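Alpha7betagal+/- myoblasts (passage 13) were plated 16-24 hr, then exposed to compounds (1:260 dilution of DMSO stock) for 48 hours at 37C. After MPER lysis, β-galactosidase reporter activity was read as FDG fluorescence (ex 480/em 540) after 30 minutes.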
CXXC DNA block – blocks binding of human MLL CXXC domain to DNA; Potency, µM (titrated, usually from 115 µM), inactives show top-dose activity change, negative = inhibition, hits mostly inhibitors; MLL-CXXC / FITC-HOXA9 DNA fluorescence polarization; AID 2662; 0.037% of 290,000 active; active = well fitted inhibition curve with a large enough effect in the polarisation, with a control signal flat, not every such curve was filed as active; inconclusive = small, poorly fitted or top-dose-only effect, or effect the other way, or a change in a side signal; inactive = no such curve, though single readings can be large or run the other way; the % refers to the polarisation; also: potency is read from the fitted curve at half-maximal effect
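Fluorescence polarization: 7 uM MLL-CXXC (stock) preincubated 5 min with compounds, then 50 nM fluorescein-HOX-A9 DNA (stock) added; 30 min ambient. Buffer 50 mM Tris-HCl pH 7.5, 50 mM NaCl, 1 mM DTT, 0.05% BSA.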
KCNH2 3.1 inh – KCNH2 3.1 (human) potassium channel inhibition. activity change, % (tested at about 1.8 µM). U2OS KCNH2 3.1, thallium flux FluxOr; active compounds read low. 0.95% of 340,000 active;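 active = maximum activity change below -70%; inconclusive = maximum activity change from -70% to -50%; inactive = maximum activity change above -50%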;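 also: thallium influx rate constant from kinetic fluorescence after stimulation buffer; % is scaled to controls: 0 for no effect and ±100 for the full control effect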
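Channel expression came from 3.1 mutant virus (1.77 x 10^8 /mL) applied to suspended U2OS cells for 4 h. Flux was tracked with FluxOr dye plus Red40 quencher, and kinetic rate constants normalized to controls.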
GALK inh – inhibitors of human galactokinase. P51570. Purified GALK, Kinase-Glo residual ATP luminescence. Potency, µM (top dose mostly 57.5 µM), for the others: at the top dose activity change, negative = inhibition, usual class: inhibitors. 0.007% of 270,000 active; also: potency is read from the fitted curve at half-maximal effect; % is scaled to controls: 0 for no effect and ±100 for the full control effect
Target sequence (P51570 whole entry, looked up): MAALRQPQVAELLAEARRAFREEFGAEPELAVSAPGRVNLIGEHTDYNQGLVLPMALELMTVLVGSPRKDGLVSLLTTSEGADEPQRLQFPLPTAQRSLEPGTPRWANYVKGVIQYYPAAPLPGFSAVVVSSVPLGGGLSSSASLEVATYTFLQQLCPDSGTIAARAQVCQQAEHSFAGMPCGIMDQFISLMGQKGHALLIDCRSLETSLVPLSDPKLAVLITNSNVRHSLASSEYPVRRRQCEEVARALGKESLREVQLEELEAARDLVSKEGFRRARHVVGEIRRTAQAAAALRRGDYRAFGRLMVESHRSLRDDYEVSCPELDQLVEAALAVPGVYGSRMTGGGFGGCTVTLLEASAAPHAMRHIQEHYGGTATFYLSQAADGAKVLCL
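Luminescence from leftover ATP (Ultra-Glo luciferase/luciferin) served as read-out after a 1 h room-temperature reaction of 5 nM GALK with 35 uM ATP and 100 uM galactose.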
hERG WT inh – blocks the wildtype human KCNH2 potassium channel; Q12809; U2OS, BacMam KCNH2, thallium flux FluxOr; active compounds read low; activity change, % at 1.84 µM; 0.37% of 340,000 active; AID 720551;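 active = maximum activity change below -70%; inconclusive = maximum activity change between -70% and -50%; inactive = maximum activity change above -50%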; also: % is scaled to controls: 0 for no effect and ±100 for the full control effect
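U2OS cells transduced with wild-type KCNH2 virus are loaded with FluxOr dye for 45 min, and thallium flux is measured in kinetic reads before and after stimulation buffer. Rate constants are normalized to DMSO controls.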
ASM inhibitor – human S-ASM enzyme inhibition. P17405. placental ASM, HMU-PC fluorogenic substrate, 60 min. Potency, µM (doses to about 57.5 µM), inactives show at the top dose activity change, negative = inhibition, actives largely listed as inhibitors. 0.006% of 340,000 active. AID 504937; also: potency is read from the fitted curve at half-maximal effect
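Human placenta-derived ASM enzyme was preincubated with compound for 10 minutes at room temperature, then given fluorogenic substrate HMU-PC0 (9 uM final) for 60 minutes at 37 °C; a pH 10 stop preceded fluorescence reading at Ex 386/Em 447 nm.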
MBNL1 CUG block – inhibitors of human MBNL1 binding to CUG repeat RNA. Q9NR56. TR-FRET MBNL1-His/biotin-(CUG)12 binding, 665/545 ratio. Potency, µM (series often up to 57.5 µM), for inactives: at the highest dose activity change, negative = inhibition, actives largely listed as inhibitors. 0.036% of 280,000 active; active = well fitted inhibition curve with a large enough effect in the signal ratio, with a control signal flat, not every such curve was filed as active; inconclusive = small, poorly fitted or top-dose-only effect, or effect the other way, or a change in a side signal; inactive = no such curve, though single readings can be large or run the other way; the % refers to the signal ratio; also: potency is read from the fitted curve at half-maximal effect; % is scaled to controls: 0 for no effect and ±100 for the full control effect
Target sequence (Q9NR56 whole entry, looked up): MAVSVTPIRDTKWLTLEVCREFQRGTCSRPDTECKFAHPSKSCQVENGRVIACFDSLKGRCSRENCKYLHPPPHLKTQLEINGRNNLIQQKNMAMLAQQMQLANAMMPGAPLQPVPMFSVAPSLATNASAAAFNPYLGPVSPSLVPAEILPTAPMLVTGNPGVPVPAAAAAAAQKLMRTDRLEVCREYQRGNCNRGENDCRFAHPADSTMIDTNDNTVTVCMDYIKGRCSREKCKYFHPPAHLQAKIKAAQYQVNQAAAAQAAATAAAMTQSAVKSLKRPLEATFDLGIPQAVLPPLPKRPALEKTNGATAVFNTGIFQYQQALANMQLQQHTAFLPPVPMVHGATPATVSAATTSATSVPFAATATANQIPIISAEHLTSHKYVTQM
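Ratiometric TR-FRET (665 over 545 nm, excitation 340 nm) tracks disruption of MBNL1-His/biotin-(CUG)12 complex after 60 min at room temperature, with compounds at 92 nM to 58 uM final.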
Coupling enz – coupling enzyme interference in Giardia aldolase counter-screen; activity change, negative = inhibition, % at 58.2 µM, hits read low; 0.67% of 290,000 active; coupling enzyme system counterscreen, AmpLite Red fluorescence; in the data active = activity change below about -30%; also: % is scaled to controls: 0 for no effect and ±100 for the full control effect
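Compounds tested against the coupling enzymes alone at 57.5 uM final; readout was AmpLite Red fluorescence (525/598 nm) after 20 min at RT.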
AT treatment – potential ataxia-telangiectasia treatment. […] A-T fibroblasts, KAP-1 phosphorylation AlphaLISA; neocarzinostatin DNA damage 30 min before lysis. Potency, µM (titrated, usually from 57.5 µM), for the others: at the top dose activation, hits mostly activators. 0.19% of 320,000 active. AID 485349; also: potency is read from the fitted curve at half-maximal effect; % of control where 0% means no effect; nearly all actives have a fitted effect of over 45% in size
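hTERT-immortalized A-T patient fibroblasts ([…]), 500 cells/well in OPTI-MEM, 1% FBS, got compounds for 60 min, then NCS for 30 min at 37C. Lysates were then assayed for phospho-KAP-1 by AlphaLISA (anti-pKAP1 donor, anti-KAP1 acceptor beads), 6 hr at 25C.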
The depositor's hits bear a star; ? = inconclusive; / = no result given; [ ] = another dose, or the depositor's remark. Unless noted, calls follow the shape of the dose curve; as a rule, active = well fitted curve in the direction sought with a large enough effect; inconclusive = small, poorly fitted or top-dose-only effect, or another doubt; inactive = no such curve, though single readings can be large; an effect the other way counts as inactive or inconclusive.

molecule | TRPV1 agonist | Integrin act MD | CXXC DNA block | KCNH2 3.1 inh | GALK inh | hERG WT inh | ASM inhibitor | MBNL1 CUG block | Coupling enz | AT treatment
Cc1ccccc1NC(=O)c1ccc(N/N=C/c2ccccc2O)c([N+](=O)[O-])c1 | -2 | 10% | 1% | -3 | 0% | -1 | -1% | 1% | 2 | 0%
CC(C)(C)N1C(=O)c2ccccc2NC(=O)N1Cc1ccc(Br)cc1 | ? | 6% | 7% | 10 | -1% | -2 | 0% | -2% | 2 | 2%
CCCCNC(=O)c1cc(-c2ccc(OC)cc2)on1 | -5 | 11%[7.66 µM] | -2% | -25 | 0% | 2 | -3% | 0% | 11 | 2%
Cc1ccc(-c2nnc(SCC(C)C)n2C)cc1 | 6 | -50%[inhibitor] | 0% | 7 | 0% | -3 | 7% | -7% | / | -6%
O=C(CSc1ncn[nH]1)c1cc2ccccc2o1 | 1 | -8% | 9% | 5 | -7% | 8 | -3% | ? | 2 | 1%
COc1ccc(NC(=O)CCCC(=O)O)cc1Cl | -5 | ? | -7% | -16 | 13% | -2 | 10% | 2% | 0 | 1%
Cc1cccn2c(=O)c3cc(C#N)c(=N)n(Cc4cccnc4)c3nc12 | / | 4% | / | 2 | / | -8 | 33%[activator] | / | / | /
COCCn1c(SCc2ccc(F)cc2)nc2c1c(=O)[nH]c(=O)n2C | 2 | -25% | -7% | -9 | -1% | -5 | 5% | 2% | -4 | 16%
CC1=CC(c2ccc(Cl)cc2)n2nc(NC(=O)CCCC(=O)O)nc2N1 (configuration not stated) | 1 | 9% | -3% | 13 | / | -4 | / | 7% | -3 | -14%
Cc1cccc(C)c1NC(=O)Cn1nnc(-c2ccc(N3CCOCC3)cc2)n1 | 0 | 5% | 22% | 10 | -4% | 6 | -2% | -3% | 3 | 4%
CSc1ccccc1C(=O)Nc1ccc(C)cc1C | -1 | 0% | 10% | -35 | -1% | -1 | 1% | -2% | 0 | -5%
C[C@@H]1C(=O)O[C@H](C)[C@H]1C[C@@H](O)[C@](C)(O)C1CC[C@@]2(O)C3=CC(=O)[C@@H]4C[C@@H](O)[C@@H](O)C[C@]4(C)C3CC[C@]12C (some centres not stated) | / | 0% | / | -15 | / | -3 | 0% | / | / | 4%

The list goes on; it opens with the 2 that closed the last part.
molecule | TRPV1 agonist | Integrin act MD | CXXC DNA block | KCNH2 3.1 inh | GALK inh | hERG WT inh | ASM inhibitor | MBNL1 CUG block | Coupling enz | AT treatment
CSc1ccccc1C(=O)Nc1ccc(C)cc1C | -1 | 0% | 10% | -35 | -1% | -1 | 1% | -2% | 0 | -5%
C[C@@H]1C(=O)O[C@H](C)[C@H]1C[C@@H](O)[C@](C)(O)C1CC[C@@]2(O)C3=CC(=O)[C@@H]4C[C@@H](O)[C@@H](O)C[C@]4(C)C3CC[C@]12C (some centres not stated) | / | 0% | / | -15 | / | -3 | 0% | / | / | 4%
COC(=O)c1nnn(CC(=O)NC(=O)Nc2ccc(F)cc2)c1C(=O)OC | 2 | -5% | 7% | -3 | / | 3 | -1% | 11% | 4 | 11%
Cc1cc(C(=O)COC(=O)Cc2ccc(Cl)cc2)c(C)n1C | / | 4% | / | 5 | / | 14 | -2% | / | / | 5%
COc1ccc(C(=O)N2CCCC(c3ccccc3)=N2)cc1 | ? | ? | -3% | -14 | -2% | 4 | -3% | -2% | 5 | 4%
N#CCSc1ccc(-c2nc3ccccc3[nH]2)cn1 | 13 | ? | 3% | -2 | 6% | 0 | -2% | -4% | -1 | -1%
CCOC(=O)/C(=N\Nc1cc(Cl)ccc1Cl)N1CC(C)OC(C)C1 (configuration not stated) | 6 | -9% | ? | 14 | -1% | -5 | -4% | 2% | 2 | -18%
CCOc1ccccc1CN1CCN(Cc2cccc3nonc23)CC1CCO (configuration not stated) | 0 | 8% | -5% | 0 | 0% | 45 | -1% | -8% | 6 | -2%
CC1CCCN(CCCNC(=O)C2CCC(CNS(=O)(=O)c3cccc4nsnc34)CC2)C1 (configuration not stated) | -2 | ? | 5% | 8 | -1% | 28 | 2% | ? | -7 | -2%
O=C1/C(=C\c2ccc(O)cc2)SC(=S)N1/N=C/c1ccc(O)cc1 | 14 | 33% | ? | 9 | 4% | 4 | -14% | / | 4 | 4%
CC1(C)CC(NC(=O)C23CCC(C)(C(=O)C2)C3(C)C)CC(C)(C)N1 (configuration not stated) | -1 | -13% | -7% | -11 | 7% | 62 | 4% | 4% | 4 | 9%
N=C1SCC(=O)N1/N=C/c1ccccc1 | -1 | ? | 1% | -7 | -2% | 10 | 8% | -3% | 8 | 1%
COC(=O)CC1SC(=O)NC1=Nc1ccc(C)cc1 (configuration not stated) | 1 | -12% | 2% | -10 | -2% | -22 | -3% | -14% | 2 | 13%
Cc1ccc(COC(=O)c2cccc(S(=O)(=O)N3CCCCCC3)c2)cc1 | 22 | -41%[inhibitor] | / | 3 | / | -1 | 1% | / | / | 23%

Random excerpt: seven entries already listed.
molecule | TRPV1 agonist | Integrin act MD | CXXC DNA block | KCNH2 3.1 inh | GALK inh | hERG WT inh | ASM inhibitor | MBNL1 CUG block | Coupling enz | AT treatment
O=C1/C(=C\c2ccc(O)cc2)SC(=S)N1/N=C/c1ccc(O)cc1 | 14 | 33% | ? | 9 | 4% | 4 | -14% | / | 4 | 4%
CCOc1ccccc1CN1CCN(Cc2cccc3nonc23)CC1CCO (configuration not stated) | 0 | 8% | -5% | 0 | 0% | 45 | -1% | -8% | 6 | -2%
CC1(C)CC(NC(=O)C23CCC(C)(C(=O)C2)C3(C)C)CC(C)(C)N1 (configuration not stated) | -1 | -13% | -7% | -11 | 7% | 62 | 4% | 4% | 4 | 9%
N=C1SCC(=O)N1/N=C/c1ccccc1 | -1 | ? | 1% | -7 | -2% | 10 | 8% | -3% | 8 | 1%
N#CCSc1ccc(-c2nc3ccccc3[nH]2)cn1 | 13 | ? | 3% | -2 | 6% | 0 | -2% | -4% | -1 | -1%
CC1CCCN(CCCNC(=O)C2CCC(CNS(=O)(=O)c3cccc4nsnc34)CC2)C1 (configuration not stated) | -2 | ? | 5% | 8 | -1% | 28 | 2% | ? | -7 | -2%
Cc1ccc(COC(=O)c2cccc(S(=O)(=O)N3CCCCCC3)c2)cc1 | 22 | -41%[inhibitor] | / | 3 | / | -1 | 1% | / | / | 23%

Further structures
molecule | TRPV1 agonist | Integrin act MD | CXXC DNA block | KCNH2 3.1 inh | GALK inh | hERG WT inh | ASM inhibitor | MBNL1 CUG block | Coupling enz | AT treatment
Cc1ccc(S(=O)(=O)N2CCOCC2)cc1NC(=O)COC(=O)Cc1ccsc1 | 0 | 17% | -2% | -3 | -2% | -3 | 3% | -2% | 1 | 2%
CC(OC(=O)c1ccccc1C(=O)N(C)c1ccccc1)C(=O)Nc1ccc(C(N)=O)cc1 (configuration not stated) | -1 | 6% | / | 5 | / | -7 | -2% | / | / | 1%
NC(=S)c1cc2cc(Br)ccc2oc1=O | 2 | 7% | -6% | 5 | -2% | 4 | 0% | ? | 2 | 5%
COc1ccc(C)cc1NC(=O)C(OC(=O)c1cc(C)oc1C)c1ccccc1 (configuration not stated) | 12 | 0% | 0% | -5 | 3% | 28 | -5% | -2% | -2 | 4%
CCc1ccc(C2CC(c3ccc(Cl)cc3)=NNC2=O)cc1 (configuration not stated) | 0 | 9% | 10% | -12 | -1% | -30 | -19% | 1% | -2 | 2%
CCC(c1nnnn1CCOC)N1CCN(c2nc3ccccc3s2)CC1 (configuration not stated) | 3 | 4% | -6% | -3 | 11% | -10 | 1% | -12% | 6 | 3%
O=C(CSc1nnnn1-c1ccccc1)c1ccco1 | -1 | ? | -8% | -13 | -3% | / | 4% | 1% | 1 | 7%
S=P(c1ccc(N2CCOCC2)cc1N1CCOCC1)(N1CCOCC1)N1CCOCC1 | 10 | -1% | 7% | -3 | -1% | 6 | 3% | 0% | 1 | -2%
CS(=O)(=O)c1ccccc1-c1nnc(NC(=O)c2ccc(S(=O)(=O)N3CCCC3)cc2)o1 | -7 | 13% | / | -1 | / | 13 | 8% | / | / | -9%
O=C(N/C=N/O)C1=NOC(CNc2ncc(C(F)(F)F)cc2Cl)C1 (configuration not stated) | ? | 7% | -15% | 2 | 3% | -5 | -1% | -4% | 2 | /
S=C(Nc1cccc2ccccc12)NC1CCCCC1 | ? | -23% | 16% | -8 | 16% | 0 | 1% | 1% | -22 | -8%
S=c1ncc2[nH]c(=S)[nH]c2[nH]1 | / | -2% | / | 3 | / | -3 | 8% | / | / | /
COc1ccc(CCN2C(=S)NC3CC2(C)Oc2ccc([N+](=O)[O-])cc23)cc1OC (configuration not stated) | -5 | -47%[inhibitor][7.66 µM] | 13% | ? | 4% | 9 | -7% | ? | 2 | /
